Compound activity as filed in PubChem BioAssay.
MCF10A rereplic: A quantitative high throughput screen for small molecules that induce DNA re-replication in MCF 10a normal breast cells. MCF 10A DNA re-replication, Hoechst nuclear intensity, 48 h. Potency, µM (series often up to 46.1 µM), without a hit: at the top dose activity, positive = re-replication, actives largely listed as activators. hit rate 2.9% among 350,000. AID 624296, 2012; also: potency is read from the fitted curve at half-maximal effect; % of control where 0% means no effect; nearly all actives have a fitted effect of over 50% in size
HT1080 IDH1KD tx: qHTS for induction of synthetic lethality in tumor cells producing 2HG: qHTS for the HT-1080-IDH1KD cell line. Potency, µM (highest dose often 46.1 µM), for the others: at the top dose activity, negative = toxicity, hits mostly cytotoxic. HT-1080 IDH1 knockdown viability, ATP luminescence, 48 h. hit rate 2% among 360,000;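 also: potency is read from the fitted curve at half-maximal effect; 0% = DMSO wells and -100% = cell-free medium wells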
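Assay cells: HT-1080 with IDH1 knockdown, 750 per well, RPMI/5% FBS. Exposure: 48 h at 37 °C following 2 h pre-incubation. Read: CellTiter-Glo luminescence; fitted concentration-response, curve class assigned.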
S2 tox: Viability Counterscreen for Primary qHTS for Inhibitors of ATXN expression; S2 cells (HEK-293 line with an ATXN2-luciferase reporter) viability, CellTiter-Fluor protease fluorescence, 24 h; Potency, µM (highest dose often 56.7 µM), usual class: cytotoxic; hit rate 0.49% among 400,000; AID 651635, 2014; also: potency is read from the fitted curve at half-maximal effect; nearly all actives have a fitted effect of over 40% in size
HepG2 tox: qHTS for Inhibitors of TGF-b: Cytotox Counterscreen | HepG2 CAGA-GFP viability, ATP luminescence, 18 h | Potency, µM (titrated, usually from 46.1 µM), inactives show at the top dose activity change, negative = cytotoxicity, hits mostly cytotoxic | hit rate 0.76% among 410,000 | AID 588856, 2011; also: potency is read from the fitted curve at half-maximal effect; some results filed as inactive show a strong effect at the top dose
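CellTiter-Glo luminescence gave cytotoxicity after 18 hours at 37 degrees C. The cells were HepG2 CAGA-GFP in 1% FBS DMEM, stimulated with 500 pg/mL TGF-beta after compound addition. %Activity was normalised to no-cell wells (complete cell-killing) and DMSO (no toxicity), and curves were fitted and classified.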
KB-3-1 tox: qHTS assay for MDR1-selective chemotherapeutics: Primary screen using the parental adenocarcinoma cell KB-3-1. KB-3-1 viability, CellTiter-Glo ATP luminescence, 72 h. Potency, µM (highest dose often 46.1 µM), for inactives: at the top dose activity change, negative = cytotoxic, most hits filed as cytotoxic. hit rate 1.4% among 400,000. AID 1347075, 2019; also: potency is read from the fitted curve at half-maximal effect; % is scaled to controls: 0 for no effect and ±100 for the full control effect; nearly all actives have a fitted effect of over 60% in size
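72 h, 37 °C compound treatment of KB-3-1 parental cells; CellTiter-Glo added, 10 min, luminescence read. Data corrected against DMSO-only plates and normalized before curve fitting.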
IL-1B inflam inh: qHTS for Inhibitors of Inflammasome Signaling: IL-1-beta AlphaLISA Primary Screen; activity change, % at 57.5 µM; THP-1 LPS/ATP IL-1B secretion, AlphaLISA, 16 h; stronger effect = lower value; AID 743279, 2014; hit rate 4.7% among 360,000; in the data active = activity change below about -50%; inconclusive = mostly about -30% to -49%; also: % is scaled to controls: 0 for no effect and ±100 for the full control effect
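Secreted IL-1B measured by AlphaLISA bead assay after 16 h compound exposure of THP-1 cells; compounds (final up to 57.5 uM) added 1 h before LPS (250 ng/mL) and ATP (1.25 mM) stimulation; lower signal means less secretion.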
ATXN2 expr inh: Primary qHTS for Inhibitors of ATXN expression; HEK-293 ATXN2-luciferase reporter, luminescence, 24 h; Potency, µM (highest dose often 57 µM), without a hit: at the top dose activity change, negative = inhibition, actives largely listed as inhibitors; hit rate 0.72% among 360,000; AID 1745845, 2022; also: potency is read from the fitted curve at half-maximal effect; % is scaled to controls: 0 for no effect and ±100 for the full control effect; nearly all actives have a fitted effect of over 55% in size
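qHTS (up to 57 uM final) was run with 24 h compound exposure of reporter cells at 37 °C. Each well was multiplexed: SteadyGlo luminescence measured ATXN2-luciferase expression after a fluorogenic Gly-Phe-AFC viability readout (25 uM final).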
HT1080-NT tox: qHTS for induction of synthetic lethality in tumor cells producing 2HG: qHTS for the HT-1080-NT fibrosarcoma cell line. HT-1080-NT fibrosarcoma viability, CellTiter-Glo ATP luminescence, 48 h. Potency, µM (highest dose often 46.1 µM), without a hit: at the top dose activity, negative = less viability, most hits filed as cytotoxic. hit rate 1.6% among 360,000. AID 686970, 2013;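 also: NT is the 2HG producing partner of a matched IDH1 knockdown line; potency is read from the fitted curve at half-maximal effect; 0% = DMSO-treated cells and -100% = media-only wells without cells; nearly all actives have a fitted effect of over 55% in size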
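Read-out is CellTiter-Glo luminescence after 10 minutes at room temperature, following 48 hours' compound treatment of HT-1080-NT cells (750 cells/well, RPMI, 5% FBS, 37 degrees C).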
SW480 rereplic: A quantitative high throughput screen for small molecules that induce DNA re-replication in SW480 colon adenocarcinoma cells; SW480 DNA re-replication, Hoechst DNA content imaging, 48 h; Potency, µM (series often up to 46.1 µM), without a hit: at the highest dose re-replication activation, usual class: activators; hit rate 1.8% among 340,000; also: potency is read from the fitted curve at half-maximal effect; % of control where 0% means no effect; nearly all actives have a fitted effect of over 55% in size
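Image-based read-out: total Hoechst fluorescence of nuclei (405 nm excitation, 500-530 nm emission), with hits raising the fraction of high-intensity nuclei. SW480 colon cells incubated 48 hr with compounds at 37 C.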
* hit, by the source's call; i = inactive; ? = inconclusive; nt = not tested or not shown; & = joins results of further samples; [ ] = remark or other dose. Unless noted, calls follow the shape of the dose curve; as a rule, active = well fitted curve in the direction sought with a large enough effect; inconclusive = small, poorly fitted or top-dose-only effect, or another doubt; inactive = no such curve, though single readings can be large; an effect the other way counts as inactive or inconclusive. Outcome played no part in choosing rows. About 8.9% of those tested had a hit in this group.

structure	ATXN2 expr inh	S2 tox	IL-1B inflam inh	HepG2 tox	KB-3-1 tox	SW480 rereplic	MCF10A rereplic	HT1080-NT tox	HT1080 IDH1KD tx
O=S1(=O)N=C(N(CCO)/N=C/c2ccccc2)c2ccccc21	3%	i	?	-31%	-2%	-5%	3%	-11%	-21%
CCCc1cc(=O)oc2c3c(cc(OCC(=O)NCC4CCC(C(=O)O)CC4)c12)OC(C)(C)CC3 (stereo not given)	-5%	i	21	-34%	-1%	-2%	-11%	0%	-10%
COc1ccc(C(=O)OCC(=O)N2C(C)CCCC2C)cc1[N+](=O)[O-] (stereo not given)	12%	i	-8	0%	12%	10%[1.84 µM]	8%	15%	7%
Cc1ccsc1C(=O)OCC(=O)c1cc2ccccc2o1	9%	i	-4	-1%	-9%	-9%	-2%	2%	11%
CC(C)OCCCNC(=O)C1CC(=O)N(C2CCCCCCC2)C1 (stereo not given)	-13%	i	10	-13%	10%	-3%[9.22 µM]	0%	17%	15%
Cc1cc(Cl)cc(C)c1OCC(=O)N1CCN(c2ncccn2)CC1	-6%	i	11	0%	11%	0%	7%	-13%	-1%
Cc1cc(NC(=O)Cc2ccccc2[N+](=O)[O-])no1	nt	i	11	7%	1%	-14%	-3%	5%	1%
CC(NC(=O)/C(C#N)=C/c1cccs1)c1ccccc1 (stereo not given)	-15%	i	-30	1%	-5%	-4%	1%	0%	-20%
O=C1OCCN1c1ccccc1	2%	i	2	13%	15%	0%	-3%	10%	-3%
N#C/C(=C\c1c(N2CCN(c3ccccc3)CC2)nc2ccccn2c1=O)C(N)=O	27%	i	-8	0%	3%	9%	-1%	-3%	11%
Cc1cc(NC(=O)c2ccc(C(C)(C)C)cc2)no1	65%[activator]	i	-21	-8%	-1%	20%	11%	3%	-7%
COc1cccc(/C=C/C(=O)OCC(=O)N2c3ccccc3CC2C)c1OC (stereo not given)	4%	i	10	-1%	7%	-2%	1%	4%	-7%
Cc1cc(C)cc(NC(=O)C2CCCN2S(=O)(=O)c2ccc3c(c2)n(C)c(=O)c(=O)n3C)c1 (stereo not given)	1%	i	16	-4%	4%	-3%	0%	10%	6%
CC1CC(OC(=O)C(O)c2ccccc2)CC(C)(C)N1C (stereo not given)	0%&7%	i	9	-13%	0%	-8%	-3%	1%	-5%
CCOc1ccc(/C=N/NC(N)=S)cc1	53%[activator]	i	5	6%	?	-5%	0%	11%	17%
O=C(Oc1ccc(N2C(=O)CCC2=O)cc1)c1ccccc1	-8%	i	9	-7%	18%	0%[9.22 µM]	-43%[inhibitor]	-4%	0%
COc1cccc(NC(=S)Nc2cc(C)cc(C)n2)c1	65%[activator]	i	nt	10%	7%	0%	?	9%	5%
Cc1ccc(CN2CCN(C3CCNCC3)C(=O)C2=O)cc1	-6%	i	nt	-7%	-3%	nt	nt	nt	nt
Cc1ccc(S(=O)(=O)N2[C@H](CC(=O)OCc3ccccc3)OC[C@@H]2C(C)C)cc1	nt	nt	-22	nt	-3%	nt	nt	-21%	-16%
O=C(CSc1nc2ccccc2c(=O)n1Cc1ccco1)c1ccccc1	13%	i	-11	-36%	-11%	-1%	?	-20%	?
CC(C)NC(=O)CCC(=O)N1Cc2ccccc2Oc2ncccc21	12%	i	nt	6%	9%	nt	nt	nt	nt
C[C@]12CC[C@H](O)CC1=CCC1C2CC[C@@]2(C)C1CC[C@@H]2NC(=O)[C@@H](N)Cc1cnc[nH]1 (stereo not given in full)	-24%	i	-7	3%	-5%	-1%	128%	-15%	-20%
CC(C)(C)c1ccc(OCCCC(=O)N2CCOCC2)cc1	nt	i	19	-22%	1%	-83%[inhibitor]	0%	4%	-9%
O=C(Nc1ccc(N2CCOCC2)c(Cl)c1)c1ccc(Cl)cc1	-1%	?	-55*	-1%	-11%	-4%	18%	?	?
Cc1ccccc1NC(=O)Cc1nc(COC(=O)c2cccc([N+](=O)[O-])c2)cs1	12%	i	0	0%	1%	-3%	1%	5%	5%
Cc1ccc(C(=O)N2CCC(C)CC2)cc1C	31%	i	-6	-17%	4%	0%	-3%	0%	0%
COc1ccccc1CNC(=O)C(C)Sc1ccsc1[N+](=O)[O-] (stereo not given)	5%	i	-24	1%	-23%	0%	12%	17%	7%
Cc1ccc(Cl)cc1N1C(=O)N(Cc2ccc(C#N)cc2)c2ccccc2S1(=O)=O	-5%	i	nt	-18%	-15%	nt	nt	nt	nt
Cc1cc(O)c(-c2cc(O)c(C)cc2O)cc1O	nt	?	-99*	22µM*	-1%	18%	-3%	?	?
COc1ccc(OC)c(N(C(=O)c2snc(C(N)=O)c2N)C(C(=O)NCc2ccccc2)c2ccc(O)cc2)c1 (stereo not given)	0%	i	-79*	-34%	18%	16%	?	-1%	-2%
Cc1ccc(NC(=O)C(Cc2ccccc2)NS(=O)(=O)c2ccc3c(c2)oc(=O)n3C)cc1C (stereo not given)	12%	i	nt	-19%	3%	nt	nt	nt	nt
O=C(NCc1ccncc1)C(=O)Nc1nc2ccccc2s1	23%	i	11	1%	8%	-8%	-3%	1%	-3%
Cc1ccsc1C(=O)Nc1ccccc1N1CCCC1	6%	i	-1	0%	-27%	-4%	?	9%	2%
CN(CC(=O)Nc1c(Cl)cccc1Cl)C(=O)Cc1ccc(S(=O)(=O)N2CCOCC2)s1	2%	i	-12	0%	0%	?	4%	-3%	-7%
COc1ccc(-c2nc3ccccc3nc2-c2ccccc2)cc1	-30%	i	48	-16%	1%	-20%	10%	7%	-1%
CCOC(=O)c1ccc(Cn2c(-c3ccccc3)nnc2-c2ccccc2)o1	5%	i	-5	3%	2%	3%	-9%	-17%	-20%
COc1cccc(NC(=O)CN(C)S(=O)(=O)c2ccc3c(c2)NC(=O)CS3)c1	nt	i	-5	-22%	0%	49%	?	0%	3%
O=C(O)c1cc(N/N=C/c2ccncc2)ccc1Cl	-17%	i	8	-15%	0%	30%	-13%	-2%	20%
Cc1cc(C)cc(-c2nnc(SCC(=O)c3ccc4c(c3)OCCO4)o2)c1	-19%	i	-9	-5%	-1%	?	?	-5%	2%
N#Cc1c(-c2ccc(F)cc2)nc2n(c1=O)CCS2	-11%	i	-7	-5%	0%	-4%	-3%	11%[9.24 µM]	-18%
Brc1cccc(-c2nnc3sc(CN4CCC5(CC4)OCCO5)cn23)c1	-8%	i	32	-8%	-7%	-6%	23%	3%	1%
Cc1ccc(C)c(SCC(=O)Nc2ccc(C)c(S(=O)(=O)N3CCOCC3)c2)c1	-12%	i	-6	-17%	?	-15%	6%	-1%	-7%
Cc1ccc([C@@H]2[C@@H]3C(=O)N(c4ccccc4)C(=O)[C@@H]3[C@]3(C)C(=O)N(Cc4ccc(-c5ccccc5)cc4)CC(=O)N23)o1	-7%	i	7	-11%	-6%	?	?	-6%	-10%
COc1cc(NC(=O)CC(C)n2nc(C)cc2C)cc(OC)c1 (stereo not given)	1%	i	nt	-9%	2%	nt	nt	nt	nt
O=C(COC(=O)c1nc(Cl)ccc1Cl)NCc1ccc(Cl)cc1	nt	?	6	3%	2%	-4%	-9%	2%	0%
Cc1ccc(-c2nn(C)c(=O)c3ccccc23)cc1CN1CCCCC1	1%	?	-7	-54%	-1%	-8%	9%	-5%	0%
O=C(NC1(C(=O)NC2CCCC2)CCCCC1)c1ccc2c(c1)OCO2	3%	i	-14	-36%	-13%	1%	0%	-1%	-8%
OCC[C@@H]1C[C@H](O)[C@@H](O)[C@]2(CCCc3ccccc3O2)O1	9%	i	25	-16%	21%	-7%	4%	3%	-7%
Cc1cc(NS(=O)(=O)c2ccc(NC(=S)Nc3ccc(Cl)cc3C)cc2)no1	-19%	i	-8	10%	0%	-7%	1%	15%	7%
O=C(COc1ccccc1Cl)Nc1ccc2oc(-c3ccccc3F)nc2c1	16%	?	nt	0%	1%	nt	nt	nt	nt
COc1ccccc1S(=O)(=O)Cc1ccc(C(=O)NCc2ccc3c(c2)OCO3)o1	-23%	i	3	-9%	2%	-5%	11%	3%	1%
CC(CCc1ccccc1)NC(=O)c1cccc([N+](=O)[O-])c1 (stereo not given)	-6%	i	-4	8%	5%	-6%	2%	0%	6%
Cc1ccc(-c2noc(CCCC(=O)NCC3CCCO3)n2)cc1 (stereo not given)	-30%	i	26	-7%	-5%	-7%	-1%	-16%	-11%
CCOc1cc(/C=N/Nc2ncnc(Cl)c2N)ccc1O	38%[activator]	?	0	0%	1%	1%	?	8%	17%
COc1cc(OC)c(N2CC(C(=O)Nc3cccc(C(=O)NC4CC4)c3)CC2=O)cc1Cl (stereo not given)	-3%	nt	0	1%	-9%	-335%[inhibitor]	4%	4%	0%
